Screens deposited in PubChem by several laboratories.
H9c2 protect – protects H9c2 cardiomyocytes from peroxide injury | H2O2 injury protection, ATPLite, 2 h | protection from H2O2 cell death, % at 20 µM | 360,000 tested, 0.63% active | AID 588492;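 active means compounds giving at least 50% protection of heart cells from peroxide-induced death in the single-dose screen, raw or plate-pattern-corrected value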;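 further: 0% = DMSO wells with peroxide and 100% = DMSO wells without peroxide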
PDI inh – inhibitors of human protein disulfide isomerase; PDI insulin aggregation turbidity, A650, 90 min; inhibition, % at 10 µM; 350,000 tested, 0.052% active; AID 588391;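 active means mean inhibition across replicates of 30% or more, whatever share of single replicates reach that level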;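 further: absorbance from insulin aggregation driven by PDI reduction with DTT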
Target sequence (P07237 whole entry, looked up): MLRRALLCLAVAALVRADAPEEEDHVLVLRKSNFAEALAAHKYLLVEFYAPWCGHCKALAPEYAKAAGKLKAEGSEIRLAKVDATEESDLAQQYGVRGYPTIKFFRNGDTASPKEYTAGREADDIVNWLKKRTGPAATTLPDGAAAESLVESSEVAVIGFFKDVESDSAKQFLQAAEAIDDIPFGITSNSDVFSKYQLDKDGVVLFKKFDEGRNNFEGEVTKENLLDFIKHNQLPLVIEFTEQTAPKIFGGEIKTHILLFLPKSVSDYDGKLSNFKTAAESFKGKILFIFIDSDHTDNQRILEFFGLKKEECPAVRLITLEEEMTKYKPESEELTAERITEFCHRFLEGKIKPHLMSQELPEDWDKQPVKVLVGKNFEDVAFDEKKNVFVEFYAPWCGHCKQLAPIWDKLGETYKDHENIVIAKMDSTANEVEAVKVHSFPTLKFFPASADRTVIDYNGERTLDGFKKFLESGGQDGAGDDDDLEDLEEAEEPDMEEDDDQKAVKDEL
CaV13 ICDI inh – Primary screen for inhibitors of IQ motif and Ca2+-dependent inactivation inhibitor domain binding in CACNA1D, Förster resonance energy transfer in living cells, …; HEK cells, CFP/YFP FRET ICDI-IQ, plate reader, 10 min; percent FRET-ratio fall versus neutral wells; inhibition, % at 12.3 µM; 340,000 tested, 0.098% active;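 active means mean replicate inhibition of at least 30% and at least 1% of replicates passing that level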;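 further: 0% = median of the neutral control wells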
N-glyco inh – blocks N-linked glycosylation in D54 reporter cells; D54 ERlucT glycosylation luciferase reporter, 24 h; percent of 100 nM tunicamycin response; AID 588692; 360,000 tested, 0.23% active; reporter increase, % at 12.5 µM;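 active means mean luciferase reporter signal, scaled so untreated is 0 and the glycosylation-blocking control 100, at or above a set limit in every replicate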;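 further: luciferase carries N-glycosylation sites so blocking glycosylation raises the light; 0% = median of neutral control wells and 100% = median of 100 nM tunicamycin wells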
aDG glyco up – increases alpha dystroglycan glycosylation | 360,000 tested, 0.22% active | Pro5-aDG cells, alpha-DG glycosylation AlphaScreen (IIH6); 0% Pro5, 100% B10-LARGE cell signal | activation, % at 10 µM;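 active means activation of at least 8% versus controls, or a plate z-score of at least 8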;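 further: Pro5 are CHO cells carrying HIG-tagged alpha-DG that lacks glycosylation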
ABCB6 inh MLPCN – inhibitors of human ABC transporter ABCB6; 360,000 tested, 0.19% active; fluorescence ratio to DMSO, % at 10 µM; K562-ABCB6 porphyrin accumulation, flow cytometry, 1 h; active compounds read low; Q9NP58; AID 602162;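 active means fluorescence ratio to DMSO below 75%, the collection mean minus 3 SD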;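 further: signal is porphyrin accumulated inside mitochondria; 100% equals median channel fluorescence of DMSO control wells; lower ratio means ABCB6 inhibition with less porphyrin fluorescence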
MC4R barr agon – human MC4R agonism via beta-arrestin | U2OS MC4R beta-arrestin complementation, luminescence; percent of melanotan II response, DMSO zero | P32245 | 360,000 tested, 0.98% active | activation, % at 8.9 µM | AID 540308;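 active means activation above a per-plate cutoff, the mean activation of sample wells on that plate plus 3 SD, cut at about 8% in these data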
Target sequence (P32245 whole entry, looked up): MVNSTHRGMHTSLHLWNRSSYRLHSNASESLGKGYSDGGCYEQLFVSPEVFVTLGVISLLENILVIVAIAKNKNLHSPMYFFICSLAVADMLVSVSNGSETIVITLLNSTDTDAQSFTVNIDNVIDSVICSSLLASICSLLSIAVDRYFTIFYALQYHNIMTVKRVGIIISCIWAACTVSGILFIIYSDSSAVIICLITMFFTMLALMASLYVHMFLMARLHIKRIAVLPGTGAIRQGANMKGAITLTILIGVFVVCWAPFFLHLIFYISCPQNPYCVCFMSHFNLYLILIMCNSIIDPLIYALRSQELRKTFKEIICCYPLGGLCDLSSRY
Vif inh – HIV Vif inhibition; inhibition, % at 7.49 µM; 340,000 tested, 0.35% active; HEK293T cells, Vif self-association by quenched fluorescence, imaging, 24 h; in the data active means inhibition above about 50%, passing the limit was not always enough; further: some results filed as inactive read as strong as hits
m5-HT2A agonist – mouse HTR2A agonism via beta-arrestin recruitment. P35363. CHO-K1 mHTR2A beta-arrestin complementation, luminescence; percent of 30 µM serotonin response. activation, % at 7.6 µM. 360,000 tested, 0.66% active. AID 624169;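 active means activation above a run cutoff, the mean activation of all tested compounds plus 3 SD, cut at about 14% in these data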;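 further: 0% = plate median of compound wells and 100% = 30 µM serotonin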
MC4R antagonist – blocks human MC4R cAMP signaling | MC4R-expressing cells, MTII-stimulated cAMP, LANCE TR-FRET | inhibition, % at 6.5 µM | 360,000 tested, 0.48% active;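 active means inhibition above its plate's cutoff, the mean of tested wells on that plate plus 3 SD, cut at about 29% in these data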;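 further: 0% = Melanotan II alone and 100% = Melanotan II plus saturating MCL0020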
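Assay system: U2OS cells stably expressing human melanocortin 4 receptor (MC4R) / Dosing: 6.5 µM / Timing: compound 30 min, challenge 1 h, detection 1 h / Measured by: Eu-cAMP/anti-cAMP TR-FRET, emission 671 nm / Replicates: singlicate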
* hit, by the source's call; · = no result given.

SMILES	H9c2 protect	PDI inh	CaV13 ICDI inh	N-glyco inh	aDG glyco up	ABCB6 inh MLPCN	MC4R barr agon	Vif inh	m5-HT2A agonist	MC4R antagonist
O=C(O)C(c1ccccc1)C(O)c1ccc2c(c1)OCO2 (centres undefined)	1	1	-6	-1	-0.2	96	-1.4	-1	1	-1
CN(C)S(=O)(=O)N1CCC(Oc2cccc(C(=O)NCCC3=CCCCC3)c2)CC1	-7	3	-6	-7	0.6	93	0.3	-13	0	16
O=C(Nc1cc(S(=O)(=O)N2CCCC2)ccc1OCC(F)(F)F)c1ccncc1	1	7	-6	2	-0.4	103	-0.1	-5	-1	3
Cc1nonc1NC(=O)CSc1nnc(-c2ccoc2C)n1-c1cccc(Cl)c1	2	4	-6	·	0.0	94	-0.8	·	-2	0
CCCNC(=O)c1onc(CSc2ccc(Cl)cc2)c1C(=O)NCCC(C)C	-12	-13	-14	-3	0.6	92	-1.0	2	-3	10
CC(=O)NC(C)(c1ccccc1)c1nc(-c2cccc3cccnc23)cs1 (centres undefined)	5	-53	-11	0	0.1	96	0.7	-11	-1	-2
Nc1cc(C2CCCC2)nn1-c1ccccc1	0	4	·	-1	-0.1	103	-2.5	5	1	7
Cc1cc(=O)[nH]c(SCC(=O)NN(c2ccccc2)c2ccccc2)n1	0	-3	-6	1	-0.1	99	-1.2	-4	-1	0
Cc1ccccc1OCC(=O)N/N=C/c1ccc([N+](=O)[O-])o1	-6	-13	-2	1	7.9*	101	1.7	1	-2	-8
CCOC(=O)c1nnn(-c2nonc2N)c1CN(C)Cc1ccccc1	-11	1	·	0	0.4	96	0.9	3	-4	6
O=C(c1nc2ccc(Cl)cn2c1CN1CCC[C@H]1CO)N1CCc2ccccc2C1	7	9	-6	0	-0.1	99	1.2	-1	1	-6
CCOC(=O)c1c(C)n(C)c2cc(Br)c(C(=O)OC)cc12	-16	-4	-6	0	0.3	93	2.4	-2	7	11
Cn1c(=O)c2c(nc(SCC(=O)NC3CCCC3)n2C)n(C)c1=O	3	-6	-1	3	0.1	98	-2.0	14	4	6
CCN(CC)C(=O)c1ccc(-c2nnc(Nc3ccc(O)cc3)c3ccccc23)cc1	59*	13	-19	-8	-0.1	93	-1.7	17	-2	-14
CC(C)C[C@H](NC(=O)c1nc[nH]c1C(=O)N[C@@H](CC(C)C)C(=O)OC(C)(C)C)C(=O)OC(C)(C)C	4	-1	21	-1	0.4	86	-2.8	-4	2	12
O=C(CCS(=O)(=O)c1ccc(Br)cc1)Nc1ccccn1	9	-30	-5	-4	-0.1	101	0.8	-4	6	4
O=c1oc(/C=C/c2ccccc2)nc2sc3c(c12)CCC3	-12	-5	-5	0	0.3	89	-1.3	3	1	-6
CC(C)CC(N)c1cn([C@@H](CCC(=O)O)C(=O)N2CCNCC2)nn1 (some centres undefined)	2	2	-5	-1	0.0	98	0.4	-6	13	7
Clc1ccc(-c2c[n+]3c(n2-c2ccccc2)SCC3)cc1	-2	3	-3	4	0.1	98	-0.3	-1	5	8
Cn1c(N)c(C(=O)COC(=O)COc2ccc(Cl)cc2)c(=O)n(C)c1=O	-8	3	-2	1	0.5	102	0.0	-4	-2	5

Three entries already listed, arranged by the value under N-glyco inh, ascending:
canonical_smiles	PDI inh	CaV13 ICDI inh	N-glyco inh	aDG glyco up	ABCB6 inh MLPCN	MC4R barr agon	Vif inh	m5-HT2A agonist	MC4R antagonist
O=C(CCS(=O)(=O)c1ccc(Br)cc1)Nc1ccccn1	-30	-5	-4	-0.1	101	0.8	-4	6	4
CC(C)CC(N)c1cn([C@@H](CCC(=O)O)C(=O)N2CCNCC2)nn1 (some centres undefined)	2	-5	-1	0.0	98	0.4	-6	13	7
Cn1c(N)c(C(=O)COC(=O)COc2ccc(Cl)cc2)c(=O)n(C)c1=O	3	-2	1	0.5	102	0.0	-4	-2	5

New compounds follow
SMILES	H9c2 protect	PDI inh	CaV13 ICDI inh	N-glyco inh	aDG glyco up	ABCB6 inh MLPCN	MC4R barr agon	Vif inh	m5-HT2A agonist	MC4R antagonist
O=C(O)COCc1nc2ccccc2s1	4	-2	-6	1	-0.1	97	-0.9	5	6	10
Cc1ccc(S(=O)(=O)N(C)CC(=O)NNC(=O)Cc2cccc(F)c2)cc1	-2	-3	-6	0	-0.2	100	-2.2	-2	10	-4
COCCNC(=O)C1Cc2c(-c3ccc(NC(C)=O)cc3)ccnc2O1 (centres undefined)	4	7	-6	2	0.1	96	-1.5	27	0	0
CCCOc1ccc(/C=C/C(=O)Nc2ccc([N+](=O)[O-])cc2C)cc1	3	-11	-6	-1	0.0	96	-0.7	-8	-3	1
Cc1nc(=O)c(-c2ccccc2)c(C)n1-c1ccc(O)cc1	8	-2	-3	1	-0.6	91	-1.9	-4	2	-1
COc1ccc(C(=O)NCc2nnc(SCC(=O)Nc3cc(Cl)ccc3OC)o2)cc1	2	-8	-7	1	-0.8	108	-3.1	-24	-3	8
COc1ccccc1N1CCN(C(=O)c2ccc3nc(-c4ccco4)c(-c4ccco4)nc3c2)CC1	64*	3	-6	2	-0.4	93	-0.5	-13	0	-1
Cn1c(Cn2c(=O)sc3ccccc32)nnc1SCC(=O)NCc1ccc(F)cc1	11	·	-2	-1	0.1	105	-1.3	5	3	6
COc1cccc(-c2nc(CS(=O)(=O)CC(=O)NCCCN3CCN(C)CC3)c(C)o2)c1	-2	2	-4	0	0.1	103	0.5	-8	2	1
O=c1c(Cc2ccc(F)cc2)c(O)ccn1C1CC1	5	-3	·	0	-0.2	99	1.6	-8	-1	1
CCCc1nc(NCC2CCCO2)c2nnn(Cc3ccccc3)c2n1 (centres undefined)	2	5	-4	0	0.1	102	1.6	-3	5	18
Cc1ccccc1NC(=O)CCS(=O)(=O)c1ccc(Br)s1	-1	-20	-2	1	0.1	96	-1.2	7	-5	10
COC(=O)c1cccc(NC(=O)c2ccc3c(c2)C(=O)N(C(C)(C)C)C3=O)c1	5	11	9	1	0.2	95	-0.1	-10	3	5
CCC[C@H]1COCCS(=O)(=O)N1Cc1ccccc1	-4	-5	-3	-1	0.1	99	0.9	-3	0	-4
CCn1cc(C(=O)NCCN(C)C)c(=O)c2cc(F)c(N3CCN(C)CC3)cc21	0	1	-4	5	0.1	98	2.0	-2	-1	-4
Cc1cc(NC(=O)CCC(=O)N(c2ccc(C)c(F)c2)C(C(=O)NC2CCCC2)c2ccco2)no1 (centres undefined)	21	-15	-2	-2	0.6	94	2.4	-15	1	2
COc1ccc(-c2cc(C3CCN(c4ncccc4[N+](=O)[O-])CC3)[nH]n2)cc1	-18	-2	-5	-12	0.8	93	-1.6	·	-4	-4
CCOc1cccc(N2CCN(CCNC(=O)Nc3ccc(C)cc3)CC2)c1C	4	13	-21	-3	1.1	101	1.2	-2	-6	3
Nn1c(SCc2cn3ccccc3n2)nnc1-c1ccncc1	0	8	·	7	0.0	92	2.5	-8	5	1
O=C(/C=C/C=C/c1ccccc1)c1ccco1	-14	-3	-3	15	0.3	98	-1.3	-1	0	9

Looked up above.
aDG glyco up with CCCc1nc(NCC2CCCO2)c2nnn(Cc3ccccc3)c2n1 (centres undefined) reads 0.1
H9c2 protect with CCC[C@H]1COCCS(=O)(=O)N1Cc1ccccc1 reads -4
m5-HT2A agonist with Cc1nc(=O)c(-c2ccccc2)c(C)n1-c1ccc(O)cc1 reads 2

The listing continues.
SMILES	H9c2 protect	PDI inh	CaV13 ICDI inh	N-glyco inh	aDG glyco up	ABCB6 inh MLPCN	MC4R barr agon	Vif inh	m5-HT2A agonist	MC4R antagonist
Cc1ccc(NC(=S)Nc2ccc(F)cc2)c(C)c1	-3	-4	3	-1	0.1	118	-2.0	-1	5	-5
CCOC(=O)c1cc2occc2n1CC(=O)NCCOC	-6	0	-5	0	-0.1	100	-1.2	10	-4	3
c1ccc(C[C@H]2CN=C(Nc3ccccc3)N2CC2CCC2)cc1	-9	14	-11	3	0.1	96	-2.0	8	0	1
O=c1[nH]c(C2C3CC4CC(C3)CC2C4)nc2ccccc12 (centres undefined)	6	1	-5	7	-0.3	96	1.5	0	-1	7
Cc1ccc(OCC(=O)NNC(=O)[C@@H]2CCCC[C@@H]2C(=O)O)c(Br)c1	-2	2	-2	1	-0.3	94	-2.6	6	2	15
CN(CC(=O)Nc1ccccc1Br)C(=O)c1cc([N+](=O)[O-])ccc1N1CCOCC1	-3	3	-14	0	-0.2	322	-3.6	8	0	16
CC1Cc2[nH]c(=S)[nH]c(=O)c2C(C(C)C)O1 (centres undefined)	·	·	-6	·	-0.2	95	·	·	8	·
COCCCN(C(=O)CCOc1ccccc1C)c1c(N)n(Cc2ccccc2)c(=O)[nH]c1=O	-4	-3	-6	3	-0.3	97	-0.1	·	2	4
CC(NC(=O)c1ccccc1F)C1CC1 (centres undefined)	0	6	-3	2	0.0	101	1.6	1	-7	17
CCC1CCCCN1CCCNC(=O)c1cc2c(=O)[nH]c3ccccc3c2n1C (centres undefined)	-7	2	-15	6	-0.2	87	-1.1	-1	-5	-7
Cc1cccc(NC(=O)C(C)Oc2ccccc2C)n1 (centres undefined)	3	5	·	-3	-0.2	·	-0.5	1	0	7
O=C1C(c2ccccc2)C(c2ccccc2)NC(c2ccccc2)C1c1ccccc1 (centres undefined)	14	-10	-4	-9	0.2	88	5.5	-10	-1	6
COc1cc(-c2nc3ccc4ccccc4c3c3c2CCC3)cc(OC)c1O	7	-2	-3	-3	0.6	100	4.9	5	14	20
Cc1ccc(NC(=O)c2cccs2)cc1S(=O)(=O)N(C)C	-5	-8	-16	1	-0.1	99	-0.1	5	3	27
O=C(CCN1C(=O)COc2ccccc21)NCc1cccs1	2	-10	·	0	0.0	90	-1.6	-3	-3	9
S=c1[nH]nc(Nc2cccc(Cl)c2)s1	8	-1	-5	5	0.3	96	-1.4	2	-1	4
Cc1cccc(C)c1NC(=O)C1(C)CCC(=O)N1CCc1c[nH]c2ccccc12 (centres undefined)	4	·	-9	1	-0.1	96	·	·	-5	·
COc1cc(C(=O)Nc2nnc(C)s2)cc(OC)c1OC	19	·	-5	5	0.0	97	-0.6	9	1	2
CCOc1cc(C=O)cc(Br)c1OCC(=O)NCCc1ccccc1	0	5	-6	-2	0.3	102	-0.8	-18	7	-1

Entries of single compounds from above:
Listed for c1ccc(C[C@H]2CN=C(Nc3ccccc3)N2CC2CCC2)cc1 → H9c2 protect: -9; PDI inh: 14; CaV13 ICDI inh: -11; N-glyco inh: 3; aDG glyco up: 0.1; ABCB6 inh MLPCN: 96; MC4R barr agon: -2.0; Vif inh: 8; m5-HT2A agonist: 0; MC4R antagonist: 1
Listed for COc1ccc(-c2cc(C3CCN(c4ncccc4[N+](=O)[O-])CC3)[nH]n2)cc1 → H9c2 protect: -18; PDI inh: -2; CaV13 ICDI inh: -5; N-glyco inh: -12; aDG glyco up: 0.8; ABCB6 inh MLPCN: 93; MC4R barr agon: -1.6; Vif inh: ·; m5-HT2A agonist: -4; MC4R antagonist: -4

Results in m5-HT2A agonist, for 2 of the compounds above:
| structure | m5-HT2A agonist |
| --- | --- |
| COCCCN(C(=O)CCOc1ccccc1C)c1c(N)n(Cc2ccccc2)c(=O)[nH]c1=O | 2 |
| CC(NC(=O)c1ccccc1F)C1CC1 (centres undefined) | -7 |
